GPT2 inh = blocks human glutamate pyruvate transaminase 2 | Recombinant GPT2, coupled pyruvate oxidase/HRP Amplex Red fluorescence | Potency, µM (top dose mostly 57.7 µM), for inactives: top-dose activity change, negative = inhibition, actives largely listed as inhibitors | 100,000 compounds, 0.25% hits | AID 1671188; also: potency is read from the fitted curve at half-maximal effect; nearly all actives have a fitted effect of over 60% in size; many of its hits are not listed in these tables
Target sequence (Q8TD30 whole entry, looked up): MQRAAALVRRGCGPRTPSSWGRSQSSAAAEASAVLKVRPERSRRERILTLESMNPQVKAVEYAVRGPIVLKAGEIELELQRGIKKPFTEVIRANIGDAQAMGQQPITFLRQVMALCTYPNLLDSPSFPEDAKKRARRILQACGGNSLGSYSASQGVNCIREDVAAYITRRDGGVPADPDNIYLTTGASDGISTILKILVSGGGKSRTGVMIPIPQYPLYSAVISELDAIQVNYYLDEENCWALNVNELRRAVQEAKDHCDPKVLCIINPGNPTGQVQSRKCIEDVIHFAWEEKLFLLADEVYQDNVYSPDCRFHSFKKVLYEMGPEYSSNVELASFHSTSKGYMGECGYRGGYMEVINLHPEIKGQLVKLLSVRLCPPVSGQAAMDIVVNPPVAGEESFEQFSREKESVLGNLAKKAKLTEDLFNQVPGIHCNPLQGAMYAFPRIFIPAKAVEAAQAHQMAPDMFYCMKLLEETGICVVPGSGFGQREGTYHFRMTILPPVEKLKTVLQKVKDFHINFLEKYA
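Recombinant GPT2 (10ng/uL) with 250uM a-KG and 2mM L-alanine, 30 min at room temperature, in HEPES pH 7.5 buffer. Pyruvate detected by pyruvate oxidase/HRP/Amplex Red fluorescence after 30 min in the dark; AOA (50uM) as positive control.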
SNCA viab count = counter-screen for SNCA expression inhibitors: cell viability; 150,000 compounds, 0.12% hits; HEK-293-SNCA-luc viability, GF-AFC fluorescence, 24 h; Potency, µM (top dose mostly 57.1 µM), inactives show top-dose activity change, negative = cytotoxicity, hits mostly cytotoxic;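 also: potency is read from the fitted curve at half-maximal effect; 0% = DMSO-treated cells and -100% = medium-only wells without cells; nearly all actives have a fitted effect of over 30% in size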
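Cytotoxicity counterscreen: after 24 h compound treatment of genome-edited SNCA-luciferase HEK-293 cells, live-cell protease substrate GF-AFC read by fluorescence after 30 min; activity scaled between DMSO (0%) and medium-only (-100%), curves Hill-fitted.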
3T3 cytotox = kills NIH 3T3 cells; 94,000 compounds, 4.3% hits; NIH 3T3 viability, CellTiter-Glo ATP luminescence, 48-72 h; Potency, µM (doses to about 96.7 µM), for the others: at the highest dose activity change, negative = cytotoxicity, hits mostly inhibitors; also: potency is read from the fitted curve at half-maximal effect; nearly all actives have a fitted effect of over 55% in size
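ATP-dependent luminescence (CellTiter-Glo) served as the viability signal for NIH 3T3 cells treated with compound for 48 or 72 hr at 37 °C.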
HEK293 tox = cytotoxic compounds in HEK 293 cells | Potency, µM (highest dose often 115 µM), inactives show at the highest dose activity change, negative = cytotoxicity, actives largely listed as inhibitors | 94,000 compounds, 6.6% hits | HEK 293 viability, ATP luminescence (CellTiter-Glo), 48-72 h; also: potency is read from the fitted curve at half-maximal effect; nearly all actives have a fitted effect of over 60% in size
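Cells seeded first (HEK 293, 250 cells/well), then compound added by pintool. Incubation ran 48 or 72 hr at 37 degree Celsius. CellTiter-Glo was added and luminescence imaged after 10 min at room temperature.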
Luciferase inh = Photinus pyralis luciferase inhibition. Potency, µM (doses to about 115 µM), for the others: top-dose activity change, negative = inhibition, most hits filed as inhibitors. purified P. pyralis luciferase, luminescence, biochemical. P08659. 76,000 compounds, 2.5% hits; also: potency is read from the fitted curve at half-maximal effect; nearly all actives have a fitted effect of over 65% in size
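Inhibitors were tested against purified firefly luciferase in a biochemical, low-substrate format (both substrates at 10uM) and luminescence measured with a CCD imager.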
SNCA expr inhib = SNCA gene expression inhibition | 140,000 compounds, 0.17% hits | AID 1671194 | HEK-293 SNCA-luciferase knock-in, luminescence, 24 h | Potency, µM (top dose mostly 57.2 µM), for inactives: at the top dose activity change, negative = inhibition, hits mostly inhibitors;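 also: potency is read from the fitted curve at half-maximal effect; plate controls were DMSO cells for no effect and cell-free wells for full effect; nearly all actives have a fitted effect of over 45% in size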
IP6K1 inh = IP6K1 kinase inhibition; activity change, % (series mostly up to about 58 µM); Q92551; AID 1645851; 140,000 compounds, 0.81% hits; IP6K1 kinase, ADP-Glo luminescence, 2 h; active compounds read low; in the data active = activity change below about -25%
Target sequence (Q92551 whole entry, looked up): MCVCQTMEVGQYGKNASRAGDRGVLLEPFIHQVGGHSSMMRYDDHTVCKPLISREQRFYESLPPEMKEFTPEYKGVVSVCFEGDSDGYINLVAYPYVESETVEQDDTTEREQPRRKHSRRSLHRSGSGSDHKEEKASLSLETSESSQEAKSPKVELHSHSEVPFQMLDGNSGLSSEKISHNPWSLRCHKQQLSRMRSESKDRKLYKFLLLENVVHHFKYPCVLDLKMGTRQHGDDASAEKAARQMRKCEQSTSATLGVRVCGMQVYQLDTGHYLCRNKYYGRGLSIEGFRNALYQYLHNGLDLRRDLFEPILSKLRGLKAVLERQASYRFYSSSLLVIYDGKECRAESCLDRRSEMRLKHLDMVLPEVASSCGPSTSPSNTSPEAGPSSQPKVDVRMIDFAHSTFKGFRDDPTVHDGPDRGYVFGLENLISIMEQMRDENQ
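ADP-Glo luminescence measures ADP made by human IP6K1 during a 2 h RT reaction with ATP/IP6 (mix at 1.3 mM/130 uM); top library doses 57.5 and 19.1 uM final.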
Numbers without * were called inactive; i = inactive; ? = inconclusive; nt = no result given; [ ] = remark or other dose. Unless noted, calls follow the shape of the dose curve; as a rule, active = well fitted curve in the direction sought with a large enough effect; inconclusive = small, poorly fitted or top-dose-only effect, or another doubt; inactive = no such curve, though single readings can be large; an effect the other way counts as inactive or inconclusive. Unless noted, % is scaled to controls: 0 for no effect and ±100 for the full control effect. An excerpt, so the mix of outcomes need not match the whole.

SMILES	GPT2 inh	SNCA viab count	3T3 cytotox	HEK293 tox	Luciferase inh	SNCA expr inhib	IP6K1 inh
CC(=O)N1CCCC1c1nc2ccccc2n1Cc1cc(C)ccc1C (configuration not stated)	nt	-24.1%	nt	nt	nt	38.2%[activator]	-7.1
O=C(NCCc1csc(-c2cccnc2)n1)c1cccc(Cl)c1	nt	-0.4%	nt	nt	nt	-14.1%	-7.6
Cc1ccc(CNC(=O)N2CC[C@H]3C(=O)NCCCCCN(Cc4cccnc4)[C@@H]3C2)cc1	2.3%	5.2%	-0.6%	-0.9%	-11.4%	0.7%	13.2
CSCC(=O)N1CCC(c2nnc(CN3CCN(C)CC3)n2C)CC1	i	-4.2%	-5.3%	-4.9%	-11.4%	10.5%	11.0
Cc1ccc(Cl)cc1N1CCN(C(=O)c2ccc3c(c2)N(Cc2ccc(F)cc2)CCS3)CC1	nt	-4.4%	nt	nt	nt	26.3%	-4.3
COc1ccc(CNC(=O)N2CC(c3nc(CCOCC4CCOCC4)no3)C2)cc1	-15.0%	2.0%	-18.1%	-21.8%	-4.4%	0.7%	28.3
C[C@@H](NC(=O)C12CC3CC(CC(C3)C1)C2)c1onc(-c2ccccc2)c1C(=O)O	-1.6%[88.5 µM]	5.5%[87.6 µM]	i	2.7%[172 µM]	-1.7%[172 µM]	7.7%[87.6 µM]	2.9
CSc1nccc(N2CCC3(CCCN(C(C)C)C3=O)C2)n1 (configuration not stated)	i[11.5 µM]	-18.2%	-27.5%	?	7.3%	-4.8%	37.5
COc1cc(Nc2nc3c(S(=O)(=O)c4ccccc4)nnn3c3ccc(Cl)cc23)cc(OC)c1	nt	24.0%	nt	nt	nt	12.4%	-1.8
O=C(Cc1cccc(F)c1)N1CCC(c2nc(-c3ccccc3)no2)C1 (configuration not stated)	i	5.0%	?	?	-6.6%	3.9%	-8.4
Cc1cc(C)cc(OCc2ccc(C(=O)Nc3ccccc3F)o2)c1	nt	3.4%	nt	nt	nt	34.7%[activator]	-2.7
COc1ccccc1Oc1nc2c(c(=O)n(C)c(=O)n2C)n1Cc1cccc(Br)c1	nt	4.4%	nt	nt	nt	?	-0.2
CC(=O)Nc1cccc(C(=O)N2CCC3(CC2)NC(=O)N(c2cccc(Cl)c2)N3)c1	?	-3.5%	?	?	-0.3%	4.8%	-13.8
CC(C)NC(=O)N1C[C@@H]2C[C@H]1C(=O)N(C)c1ccccc1O2	4.3%[88.5 µM]	1.0%[87.6 µM]	0.2%[138 µM]	i	9.5%[172 µM]	10.1%[87.6 µM]	-0.4
CC(C)N1C(=O)OCC12CCN(Cc1ccc3c(c1)CCO3)C2 (configuration not stated)	-7.4%[88.5 µM]	8.5%[87.6 µM]	?	-22.2%[172 µM]	4.1%[172 µM]	13.0%[87.6 µM]	35.3
COc1ccc(-c2ccnc3nc(C4CC4)nn23)c(F)c1	1.6%	-2.0%	-21.6%	-16.3%	-3.7%	?	-5.3
Cc1cc(C)n(Cc2ccc(C(=O)N3CCC(N4C[C@H](O)C[C@H]4C(=O)NC4CCCCC4)CC3)o2)n1	i	-2.5%	-4.1%	-2.0%	-6.9%	10.8%	-1.6
Cc1ccc(CN2CCN(C(=O)C3(Cc4cccnc4)CCCCC(=O)N3)CC2)cc1 (configuration not stated)	-8.1%	12.7%	-13.7%	?	1.2%	14.7%	18.4
COc1ccc(S(=O)(=O)N2CCN(c3ccc(F)cc3)CC2)cc1-c1noc(C)n1	nt	8.9%	nt	nt	nt	-21.1%	16.2
COCCN1CC(CO)C2(CCN(C3CCSCC3)CC2)C1 (configuration not stated)	i	-1.8%[12.5 µM]	-3.5%	-3.8%	8.6%	12.1%	-0.9
Cc1c(/C=C(\C#N)C(=O)Nc2cccc(Cl)c2)c2ccccc2n1Cc1ccccc1Cl	nt	-6.6%	nt	nt	nt	24.6%	-18.3
C=C1C(=O)O[C@H]2CC(=C)[C@H]3CC[C@@](C)(O)[C@@H]3CC12 (some centres not stated)	?	-39.9%	nt	nt	nt	nt	-18.6
COc1ccc(CN2CC(CNc3ccccc3)C3(C2)CN(c2ccccc2)C3)cc1O (configuration not stated)	?	-23.7%[87.6 µM]	28.2µM*	39.8µM*	5.0%[172 µM]	?	-2.1
N#Cc1cccc(CN2C[C@@H](CO)[C@H](c3ccccn3)C2)c1	?	3.3%	?	-12.5%	-10.1%	32.7%[activator]	5.8
Cc1noc(C)c1S(=O)(=O)N1C[C@@H](F)C[C@H]1C(=O)N1CCc2ccccc2C1	3.4%	-1.6%	?	?	-19.3%	4.6%	-8.8

As a working copy, three of the compounds above:
SMILES	GPT2 inh	SNCA viab count	3T3 cytotox	HEK293 tox	Luciferase inh	SNCA expr inhib	IP6K1 inh
COc1ccc(CN2CC(CNc3ccccc3)C3(C2)CN(c2ccccc2)C3)cc1O (configuration not stated)	?	-23.7%[87.6 µM]	28.2µM*	39.8µM*	5.0%[172 µM]	?	-2.1
N#Cc1cccc(CN2C[C@@H](CO)[C@H](c3ccccn3)C2)c1	?	3.3%	?	-12.5%	-10.1%	32.7%[activator]	5.8
Cc1noc(C)c1S(=O)(=O)N1C[C@@H](F)C[C@H]1C(=O)N1CCc2ccccc2C1	3.4%	-1.6%	?	?	-19.3%	4.6%	-8.8

Remaining list, next part.
SMILES	GPT2 inh	SNCA viab count	3T3 cytotox	HEK293 tox	Luciferase inh	SNCA expr inhib	IP6K1 inh
O=C(CCCc1ccccc1)N1CCC([C@@H]2CNC[C@H]2CO)CC1	i	-1.3%[12.5 µM]	-4.0%	-6.0%	-13.4%	108.1%[activator]	17.3
CC(C)(C)NC(=O)C[C@@H]1CCNC[C@@H]1Cc1cc(CC2CCCCC2)on1	-10.2%[88.5 µM]	-29.0%[87.6 µM]	35.5µM*	44.7µM*	1.9%[172 µM]	35.2%[activator][87.6 µM]	12.4
CC(C)C[C@@H]1N[C@H](C(=O)NCCOc2ccccc2)Cc2cn(C)c3cccc1c23	?	?	31.6µM*	39.8µM*	-7.5%[172 µM]	?	-14.5
CN(C)C(=O)N1CCC(C(=O)N2CCC3(CC2)CC(=O)Nc2ccccc2O3)CC1	i	-0.9%	1.8%	-1.1%	nt	-7.9%	2.0
O=C(NC1CCN(c2ccc3nnc(C4CC4)n3n2)C1)C1CC1 (configuration not stated)	nt	nt	-24.4%[138 µM]	-2.0%[172 µM]	nt	nt	15.5
CCOc1ccccc1NC(=O)Nc1ccc(-c2nnc3n2CCCC3)cc1	i	9.3%	-1.9%	-7.9%	12.2%	26.1%	10.2
COc1ccc(-c2ccc3c(n2)CN(Cc2csc(C)n2)C(=O)CO3)cc1F	i	2.3%[87.6 µM]	?	?	7.4%[172 µM]	3.7%[87.6 µM]	-6.2
C[C@@H]1CN(C(=O)c2cnc3c(O)cccn3c2=O)CC[C@@]1(O)C1CCC1	?	17.2%	?	?	-0.6%	17.6%	-28.3*
Oc1cccc(Nc2nc(-c3ccccc3)nc3ccccc23)c1	nt	-29.4%	nt	nt	nt	-20.2%	-4.9
O=C(NCc1cccc(Cl)c1)c1nc2sccn2c1-c1ccc(C(F)(F)F)cc1	i	-17.9%	?	?	nt	-25.2%	5.7
CC(C)CNC(=O)N1CCC(F)(C(=O)NCc2ccccc2)CC1	i	8.2%	-29.4%	4.9%	nt	?	13.4
Cc1cccc(-c2noc(CN(C(=O)COc3ccc(Br)cc3C)C(C)C)n2)c1	nt	15.8%	nt	nt	nt	21.8%	-19.0
CC(C)C(=O)N1Cc2ccccc2CC2(CCN(CC3CCNC3)CC2)C1 (configuration not stated)	i	-7.1%	?	?	nt	-14.6%	18.4
COc1cccc(N2CC(NC(=O)CCCc3ccccc3)CC2=O)c1 (configuration not stated)	nt	1.0%	nt	nt	nt	43.6%[activator]	4.9
N#Cc1ccccc1CN1CCNc2nc(CNCc3ccc4c(c3)OCO4)n(Cc3ccccc3)c2C1=O	-9.0%	?	?	?	2.1%	14.0%	-5.6
CC(C)C(=O)N1CCC(O)(c2ccccc2)[C@H](N(C)C)C1 (some centres not stated)	i	6.4%	-3.6%	-2.8%	-9.3%	51.5%[activator]	20.4
CCc1ccc(C2CC(=O)c3c([nH]c(C(=O)OC4CCCC4)c3C)C2)cc1 (configuration not stated)	nt	9.3%	nt	nt	nt	37.7%[activator]	20.1
CCOCCCNc1ncnc2c1CN(C1CCCNC1)C(=O)CN2C (configuration not stated)	i	-1.3%	i	0.1%	nt	-4.9%	3.9
Cc1cccc(C)c1NC(=O)CN1CCCCCC1	i	26.8%[23.9 µM]	nt	nt	nt	25.7%[25.6 µM]	-4.6
COc1ccc(C(=O)N2CC[C@@H]3CN(S(C)(=O)=O)[C@@H]3C2)cc1F	0.6%	1.6%[12.5 µM]	i	-2.2%	2.9%	5.7%	1.1
CCOC(=O)[C@@H]1[C@@H](OC)C(=O)N(Cc2ccccc2)C12CCN(C(=O)CC)CC2	nt	nt	?	3.1%	nt	nt	11.3
Cn1ncc2c(C(=O)NCc3ccc(F)cc3)cc(-c3ccccc3F)nc21	nt	nt	?	-11.9%	nt	nt	1.7
COc1ccccc1-c1cc(C(=O)Nc2ccc(F)cc2)nn2cnnc12	-12.1%	-10.0%	-29.6%	?	nt	-4.6%	0.4
O=C(Nc1ccc2c(c1)OCO2)N1CCc2onc(-c3ccc(F)c(F)c3)c2C1	i	-4.1%	?	?	?	67.1%[activator]	7.1
CCCCc1nn(CC(=O)NCc2c(C)noc2C)c(=O)n1-c1ccccc1	-17.7%[11.5 µM]	1.1%	-10.1%	?	5.0%	-17.3%	-3.6

Next part
SMILES	GPT2 inh	SNCA viab count	3T3 cytotox	HEK293 tox	Luciferase inh	SNCA expr inhib	IP6K1 inh
Cc1cccc(-c2cnc3n[nH]c(-c4ccccc4)c3n2)c1	-6.9%[88.5 µM]	?	?	70.8µM*	-27.0%[230 µM]	?	3.8
O=C(NCc1ccccn1)c1ccc(N2CC3CC(C2)[C@H]2CCCC(=O)N2C3)nc1 (some centres not stated)	i	-5.0%	?	7.8%	-7.1%	5.0%	12.8
CCOc1ccc(CNC(=O)C2Cc3ccccc3N2C(=O)CC)cc1 (configuration not stated)	nt	16.6%	nt	nt	nt	-13.2%	40.6
CC(C)c1noc(-c2cccn3c(CNC(=O)c4ccncc4)nnc23)n1	i	-7.7%	i	-1.1%	-1.2%	5.7%	4.8
O=C(NCc1cccn1Cc1ccccc1)Nc1ccc(Br)cc1F	nt	-6.8%	nt	nt	nt	4.1%	4.6
Cc1ccc(Cl)cc1-n1c(SCC(=O)NCc2ccccc2)nc2n[nH]c(C)c2c1=N	nt	13.8%	nt	nt	nt	-2.5%	6.5
O=C1c2oc3ccccc3c(=O)c2C(c2ccc(Br)cc2)N1c1ccccn1 (configuration not stated)	nt	-9.7%	nt	nt	nt	7.3%	-7.7
CCCC1c2nccn2CCCN1C(=O)CCc1c(C)noc1C (configuration not stated)	i	5.4%	-5.3%	-17.4%	3.5%	8.0%	-2.0
COc1cccc(NC(=O)C2CCN(S(=O)(=O)c3c(C)noc3/C=C/c3cccs3)CC2)c1	nt	-13.1%	nt	nt	nt	?	9.3
Cc1ccc2oc([C@H]3CCN(Cc4c[nH]c5ccccc45)C3)nc2c1	?	?	56.2µM*	31.6µM*	-22.2%[172 µM]	5.1%[87.6 µM]	5.4

From PubChem BioAssay
